RECQ1 inh – RECQ1 (human) helicase inhibition; P46063; RECQ1 DNA unwinding, red fluorescence kinetic read; Potency, µM (titrated, usually from 57.3 µM), for inactives: at the top dose activity, negative = inhibition, usual class: inhibitors; 0.54% of 240,000 active; AID 2549;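 further: plate controls were vehicle for no effect and no enzyme for full effect; nearly all actives have a fitted effect of over 30% in size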
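50 nM RECQ1T1 preincubated 15 min with compound in Tris pH 8.0 buffer with MgCl2, DTT, Tween-20 and 2.5 ug/ml poly(dI-dC); started with 200 nM TAMRA/BHQ-2 forked duplex and 2 mM ATP. Unwinding read as fluorescence (525/598 nm), two reads 2 h apart.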
RGS12 GoLoco inh – RGS12 GoLoco-Gai1 interaction inhibition; P63096; Gai1:RGS12 GoLoco peptide FP, rhodamine, 10 min; Potency, µM (top dose mostly 61.6 µM), for inactives: top-dose activity, negative = inhibition, most hits filed as inhibitors; 0.44% of 230,000 active; active means well fitted inhibition curve with a large enough effect, not every such curve was filed as active; inactive means no such curve, though single readings can be large or run the other way; further: on the % scale 0 is the no-effect control and ±100 the full control effect; nearly all actives have a fitted effect of over 30% in size; many of its hits are not listed in these tables
Target sequence (P63096 whole entry, looked up): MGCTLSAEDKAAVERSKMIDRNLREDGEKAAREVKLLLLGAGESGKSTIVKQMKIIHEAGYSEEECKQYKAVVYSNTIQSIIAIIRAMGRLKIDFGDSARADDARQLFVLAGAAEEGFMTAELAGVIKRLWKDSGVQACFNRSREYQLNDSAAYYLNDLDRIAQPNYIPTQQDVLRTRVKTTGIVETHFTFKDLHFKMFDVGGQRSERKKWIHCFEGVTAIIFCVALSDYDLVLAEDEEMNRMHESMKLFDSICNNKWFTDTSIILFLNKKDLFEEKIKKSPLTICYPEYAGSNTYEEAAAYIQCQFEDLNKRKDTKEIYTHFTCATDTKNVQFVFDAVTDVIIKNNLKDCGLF
ALDH1A1 inh – blocks purified human ALDH1A1 activity. P00352. Purified ALDH1A1, NADH fluorescence, propionaldehyde substrate. Potency, µM (doses to about 75.3 µM), inactives show top-dose activity, negative = inhibition, actives largely listed as inhibitors. 7.3% of 220,000 active. AID 1030; active means well fitted inhibition curve with a large enough effect, not every such curve was filed as active; inconclusive means small, poorly fitted or top-dose-only effect, or another doubt; inactive means no such curve, though single readings can be large or run the other way;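 further: plate controls were no enzyme wells and a reference inhibitor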
LMNA splice mod – LMNA splicing modulation; HeLa LMNA splicing GFP/RFP minigene ratio, 48 h; Potency, µM (highest dose often 46.1 µM), for the others: top-dose ratio change, negative = inhibition, usual class: inhibitors; 0.01% of 200,000 active; active means well fitted inhibition curve with a large enough effect in the signal ratio, with a control signal flat, not every such curve was filed as active; inconclusive means small, poorly fitted or top-dose-only effect, or effect the other way, or a change in a side signal; the % refers to the signal ratio; further: on the % scale 0 is the no-effect control and ±100 the full control effect
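S3 HeLa stable clones carrying a lamin A-EGFP splicing minigene plus DsRed2 were seeded at 600 cells/well in Opti-MEM with 2% FBS, pin-dosed and incubated 48 h at 37°C. Acumen cytometry (488 nm) gave the GFP/RFP total-intensity ratio.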
TR SRC2 fluor cs – alters Texas Red total fluorescence, flagging assay interference. 0.29% of 280,000 active. Potency, µM (highest dose often 106 µM), inactives show at the top dose fluorescence change, negative = quenching. AID 1479. TRb/SRC2 Texas Red total fluorescence interference; active means well fitted curve in either direction with a large enough effect; inconclusive means small, poorly fitted or top-dose-only effect; further: on the % scale 0 is the no-effect control and ±100 the full control effect
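Human TRβ ligand-binding domain (0.6 uM) and Texas Red SRC2 peptide (20 nM) in Tris buffer with 1 uM T3 and 5% DMSO were incubated with pinned compound for 5 hr at ambient temperature. Total fluorescence was computed as S + 2P (555/632 nm).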
TRb SRC2 PPI – inhibitors of human thyroid hormone receptor beta-SRC2 interaction; P10828; TRbeta-SRC2 peptide binding, fluorescence polarization; receptor liganded with 1 µM T3; Potency, µM (series often up to 106 µM), inactives show at the top dose activity change, negative = inhibition, actives largely listed as inhibitors; 0.065% of 280,000 active;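 further: plate controls were bound peptide for no effect and peptide without receptor for full effect; nearly all actives have a fitted effect of over 50% in size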
Target sequence (P10828 whole entry, looked up): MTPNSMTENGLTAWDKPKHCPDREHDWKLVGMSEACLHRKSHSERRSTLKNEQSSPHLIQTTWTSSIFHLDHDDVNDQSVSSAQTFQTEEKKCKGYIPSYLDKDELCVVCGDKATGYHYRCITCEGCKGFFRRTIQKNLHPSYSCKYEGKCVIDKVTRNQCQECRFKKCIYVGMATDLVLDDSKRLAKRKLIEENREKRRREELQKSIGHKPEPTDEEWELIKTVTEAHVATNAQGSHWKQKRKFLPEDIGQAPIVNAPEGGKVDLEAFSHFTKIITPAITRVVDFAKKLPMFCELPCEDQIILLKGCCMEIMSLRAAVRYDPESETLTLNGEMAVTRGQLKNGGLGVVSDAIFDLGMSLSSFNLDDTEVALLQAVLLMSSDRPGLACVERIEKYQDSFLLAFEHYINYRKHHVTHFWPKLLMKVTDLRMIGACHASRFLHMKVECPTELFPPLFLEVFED
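Fluorescence polarization of 20 nM Texas Red SRC2 peptide (20-aa NR interaction domain) bound to 0.6 uM human TRb ligand-binding domain, with 1 uM T3, after 5 hr at ambient temperature; inhibition seen as decreased polarization.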
KDM4E inh – inhibitors of human JMJD2E histone demethylase; 1.6% of 230,000 active; Potency, µM (highest dose often 57.1 µM), inactives show at the top dose activity change, negative = inhibition, actives largely listed as inhibitors; JMJD2E catalytic domain, FDH-coupled NADH fluorescence (FDH is formaldehyde dehydrogenase); AID 2147; B2RXH2; active means well fitted inhibition curve with a large enough effect, not every such curve was filed as active; inconclusive means small, poorly fitted or top-dose-only effect, or another doubt; inactive means no such curve, though single readings can be large or run the other way;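 further: 0% = wells with enzyme and -100% = buffer wells without enzyme; nearly all actives have a fitted effect of over 50% in size; many of its hits are not listed in these tables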
SMN2 splice up – SMN2 splice variant enhancement. Potency, µM (titrated, usually from 46.1 µM), without a hit: top-dose activity change, positive = activation, actives largely listed as activators. 2.8% of 210,000 active. AID 1458. HEK293 SMN2-luciferase splicing reporter, luminescence, 30-36 h; further: % of control where 0% means no effect; nearly all actives have a fitted effect of over 55% in size
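HEK293 cells carry an SMN2 […]–luciferase reporter in which exon 7 inclusion puts luciferase in frame. Cells were plated 10-12 h before compound addition, then incubated 30-36 h at 37C. ONE-Glo luminescence was read; sodium butyrate at 4.5 mM final served as control.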
Starred values were filed as active, the others as inactive; i = inactive; ? = inconclusive; . = no result given; & = joins results of further samples; [ ] = dose if it differs, or a comment. Unless noted, the call rests on the fitted dose curve; in most records, active means well fitted curve in the direction sought with a large enough effect; inconclusive means small, poorly fitted or top-dose-only effect, or another doubt; inactive means no such curve, though single readings can be large; an effect the other way counts as inactive or inconclusive. Potency means the concentration at half of the fitted maximal effect. An excerpt (hit frequency here may not be typical).

mol	RECQ1 inh	RGS12 GoLoco inh	ALDH1A1 inh	LMNA splice mod	TR SRC2 fluor cs	TRb SRC2 PPI	KDM4E inh	SMN2 splice up
NS(=O)(=O)c1ccc(NC(=O)c2ccc(S(=O)(=O)N3CCc4ccccc43)cc2)cc1	i	-3%	?	.	-3%	7%	-6%	1%
CCOc1ccc2nc(NCCNC(=O)C(C)(C)C)c(C)cc2c1	i	-6%	?	?	0%[53 µM]	4%[53 µM]	?	.
COc1ccc(N2C(=O)C3CCCN3C2c2cccc(OC)c2)cc1 (configuration not stated)	-4%	6%	-11%	1%	0%	7%	3%	12%
CCn1c(C)nc2cc(C(=O)n3cc(C(=O)c4cc(F)ccc4O)cn3)ccc21	-3%	82%[activator]	1.4µM*	5%	7%	9%	1%	?
COC(=O)c1ccc(CNC(=O)c2ccc(COc3ccccc3)cc2)cc1	11%	11%	-1%	4%	-3%	3%	-2%	-36%[inhibitor]
O=[N+]([O-])c1ccc(Cl)c(/C=N/N2CCN(C3c4ccccc4-c4ccccc43)CC2)c1	-6%	10%	10%	6%[0.0737 µM]	2%	9%	19%	-2%
COCCCNC(=O)Cn1cc(/C=C(\C#N)C(=O)N2CCN(c3ccccc3)CC2)c2ccccc21	-8%	1%	-7%	?	?	-9%	-2%	-5%
CCN(CC)CC(=O)c1c[nH]c2ccc(OC)cc12	1%	37%[activator]	?	4%	1%	5%	-6%	-2%
NC(=O)C1CNc2ccccc2O1 (configuration not stated)	-5%	9%	7%	-1%	-5%	1%	0%	-15%
Cc1ccc2ncnc(Oc3ncccc3NC(=O)C(C)(C)C)c2c1	i	-5%	5%	.	-2%	10%	3%	.
CCOC(=O)c1[nH]c(C)c(C(=O)NCc2ccc(C)cc2)c1C	0%	7%	6%	2%	-2%	4%	-2%	11%
COc1ccc(OC)c(NC(=O)Cc2nn(C)c(=O)c3ccccc23)c1	-9%	2%	-7%	?	-4%	-19%	4%	-87%[inhibitor]

The listing continues.
mol	RECQ1 inh	RGS12 GoLoco inh	ALDH1A1 inh	LMNA splice mod	TR SRC2 fluor cs	TRb SRC2 PPI	KDM4E inh	SMN2 splice up
Cc1cc(C(=O)Nc2cccc3cccnc23)ccc1[N+](=O)[O-]	i	6%	3%	?	0%	-2%	9%	25%
NS(=O)(=O)c1ccc(NC2=CC(c3ccc([N+](=O)[O-])cc3)N(c3ccc(S(N)(=O)=O)cc3)C2=O)cc1 (configuration not stated)	i	4%	?	.	-7%	-1%	?	.
CC(C)(C=O)Cc1cc(C(C)(C)C)c(O)c(C(C)(C)C)c1	-9%	-1%&-9%	?	?	1%&0%	9%&-7%	2%&-1%	-15%
S=C(Nc1ccc(Br)cc1)N1CCCC1	-4%	5%	3%	-12%	-1%	-3%	11%	8.9µM*
O=c1[nH]cc([N+](=O)[O-])cc1Br	8%	4%	?	-5%	-3%	-2%	-10%	3%
CCC(C)(C)n1nnnc1C(c1cc2cc(C)cc(C)c2[nH]c1=O)N1CCN(Cc2ccc3c(c2)OCO3)CC1 (configuration not stated)	-18%	-8%	?	4%	-2%	4%	-1%	2%
COc1ccc(CNC(=O)c2c(C)cc(=O)oc2C)cc1OC	i	7%	0%	-1%	1%	-8%	5%	.
CC1(C)CC(=O)C(C(=O)/C=C/NCCc2ccccc2)C(=O)C1	i	30%	?	-4%	0%	1%	-8%	-7%
O=C(CSc1nnc2scc(-c3ccc(F)cc3)n12)NCc1ccco1	-15%	-2%	-5%	-5%	-2%	-8%	-1%	-13%
CC(=O)Nc1cccc(-c2nc3ccccc3c(=O)o2)c1	14%	0%	-11%	11%	5%	-6%	-2%	-5%
CN(CC#CC1(O)c2ccccc2-c2ccccc21)Cc1ccccc1	10%	-4%	-4%	-5%	2%	-14%	-23%	-7%
Cc1cc(NC(=S)N(Cc2ccc(Br)cc2)Cc2ccc(C(=O)O)cc2)ccc1Cl	-5%	7%	-7%	.	-8%	-5%	-2%	.

Continuation:
mol	RECQ1 inh	RGS12 GoLoco inh	ALDH1A1 inh	LMNA splice mod	TR SRC2 fluor cs	TRb SRC2 PPI	KDM4E inh	SMN2 splice up
Fc1cccc(COc2ccccc2C(=S)N2CCCC2)c1	i	11%	-1%	?	4%	6%	10%	0%
CCOC(=O)c1[nH]c2ccccc2c1NC(=S)Nc1cccc(C)c1	-3%	-12%	?	?	-1%	3%	?	-4%
CCC(C)N(CCNC(=O)CC1Oc2ccc(C)cc2NC1=O)C1CCCCC1 (configuration not stated)	-9%	4%	-4%	4%	1%	-4%	2%	-17%
Cc1nnc(SCC(=O)c2ccc(C(C)C)cc2)s1	i	8%	7%	?	-4%	-2%	2%	5%
CCNc1ncc2nc(-c3cccc(C#N)c3)c(=O)n(Cc3cccc(OC)c3)c2n1	-12%	-11%	11%	2%	.	.	.	.
C/C(=N\NC(=O)CNC(=O)c1ccc2c(c1)OCO2)c1ccco1	i	3%	9%	8%	-3%	5%	-4%	6%
CCc1ccc(NC(=O)c2cc(-c3ccc(F)cc3)on2)cc1	-15%	8%	0%	8%[46 µM]	2%	-1%	-17%	11%
COC(=O)c1ccc(NS(=O)(=O)c2ccccc2)o1	-5%	0%	8%	10%[46 µM]	-5%	4%	?	19%
O=C(NCCCn1ccnc1)c1cc(-c2ccccc2)on1	2%	8%	-3%	?	0%	5%	11%	?
COc1ccccc1-n1c(O)c(C=NCc2ccccn2)c2ccccc2c1=O	19%	10%	4%	.	1%	-2%	-8%	.
CCCc1cc(=O)[nH]c(SCC(=O)Nc2ccc3c(c2)CCC3)n1	-8%	4%	0%	.	2%	-4%	4%	.
CSCCn1c(C(C)(C)C)cc(C(=O)O)c1C	1%	5%	-1%	.	0%	-8%	-2%	.

(next part)
mol	RECQ1 inh	RGS12 GoLoco inh	ALDH1A1 inh	LMNA splice mod	TR SRC2 fluor cs	TRb SRC2 PPI	KDM4E inh	SMN2 splice up
CCCn1cc(CN2CCN(Cc3ccc(C)o3)C(CCO)C2)c(C)n1 (configuration not stated)	-9%	3%	-5%	.	-4%	1%	7%	.
CCCC[C@@H]1C[C@H]1C(NC(=O)c1ccccc1)c1ccc(C(F)(F)F)cc1 (some centres not stated)	-15%	-9%	7%	.	0%	0%	-3%	-23%
CCOC(=O)c1cnc2c(c(C)nn2CC)c1NC1CC1	-1%	6%	1%	.	0%	4%	5%	.
O=C(O)CCCN1C(=O)c2ccc(Oc3cccc([N+](=O)[O-])c3)cc2C1=O	11%	0%	0%	6%[46 µM]	0%	-9%	-8%	-7%
Cc1ccc(Nc2nnc(C(C)(C)C)c(=O)n2N)cc1	-4%	-8%	12%	6%	5%	-2%	2%	3%
CNc1nc(SCc2ccc(C)cc2)nc2c1CCCC2	2%	5%	6.3µM*	-5%[0.0737 µM]	-2%	-6%	3%	-20%
COC(=O)c1ccc(Oc2nc(C)cc(Oc3ccccc3)n2)cc1	-1%	1%	?	4%	-2%	-6%	-2%	-1%
CCOC(=O)c1cnc2c(C(=O)OC)cccc2c1NCCN1CCOCC1	10%	6%	-2%	6%	1%	-2%	-23%	99%
CCOC(=O)/C(=C\c1ccc(C)cc1)NC(=O)c1ccccc1	i	3%	5%	?	0%	-5%	-8%	-8%
CCn1c(=S)[nH]c2cc(S(=O)(=O)N3CCCCC3)ccc21	-8%	-6%	7.1µM*	?	3%	0%	-9%	.
CN(CC1CCCO1)S(=O)(=O)c1ccc(C(=O)Nc2ccc3c(c2)OCO3)cc1 (configuration not stated)	0%	-10%	?	.	-1%	-6%	-7%	-28%
O=C(CCc1nc2ccccc2c(=O)[nH]1)Nc1ccc(N2CCCCC2)cc1	-5%	8%	12%	.	-3%	-7%	1%	-9%

Later entries
mol	RECQ1 inh	RGS12 GoLoco inh	ALDH1A1 inh	LMNA splice mod	TR SRC2 fluor cs	TRb SRC2 PPI	KDM4E inh	SMN2 splice up
COc1ccc(C2C(C#N)=C(N)N(c3cccnc3)C3=C2C(=O)CCC3)cc1Cn1cc([N+](=O)[O-])cn1 (configuration not stated)	-12%	149%[activator]	?	1%	-1%	0%	?	0%
COc1ccc(/C=C/c2noc(-c3ccccc3O)n2)cc1	10%	8%	36%[activator]	?	-4%	-1%	4%	27%
COc1cccc(NC(=S)NC2CC(C)(C)NC(C)(C)C2)c1	-10%	5%	12%	-1%	-1%	-5%	3%	10%
Cc1ccc(-c2nnc(-n3nnc4ccccc43)c3ccccc23)cc1	-6%	2%	?	3%	-7%	-2%	-7%	-7%
COC(=O)c1cc(NC(=O)c2c(Cl)cnn2C)cc(C(=O)OC)c1	0%	9%	-5%	6%	2%	-9%	-8%	-1%
O=C(c1ccc(CNc2c(N3CCOCC3)c(=O)c2=O)cc1)N1CC=C(c2ccccc2)CC1	-5%	16%	-6%	-14%	1%	-8%	-7%	8%
N#CC12CCCCC1CC1CCCCC1(C#N)N2N (configuration not stated)	i	14%	.	.	3%	1%	?	.
COc1ccc(C(=O)CSc2nnc(-c3ccco3)n2C)cc1	i	6%	?	5%	4%	-2%	3%	-13%
CCCc1cc2c(OC(=O)CC)c(-c3ccc(C(=O)OCC)o3)c(=O)oc2cc1OC	-2%	-2%	?	-15%	-10%	4%	?	9%
CCN1CCN(Cc2cccc(Oc3ccc(Cl)cc3)c2)CC1	-4%	4%	?	-18%	-1%	3%	1%	-6%
CC(C)Sc1nc2ccc(Br)cc2[nH]1	4%	3%	6%	?	0%[53 µM]	3%[53 µM]	12%	.
Cc1ccc(NC(=O)CCOc2ccccc2)cc1S(=O)(=O)Nc1ccccc1Cl	i	5%	-2%	?	-3%	-5%	8%	-26%
CCCCOCC(O)CN1CCN(C(C)=O)CC1 (configuration not stated)	-6%	.	?	2%	-1%	-3%	?	.
COC(=O)CSc1nc(N)nc(C)c1Cl	i	4%	3%	.	1%	-7%	-3%	-1%
COc1ccc(CCN(C)CCCN2CC(c3ccccc3)CC2=O)cc1OC (configuration not stated)	-1%	-3%	-7%	.	0%	-3%	?	-10%
